Bim-Bcl-B: inhibitors of Bim-Bcl-B interaction, human. 0.073% of 190,000 active. bead-based flow cytometry, Bim peptide-Bcl-B binding. AID 951. Q9HD36. inhibition, % at 10 µM;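 further: 0% = tracer peptide without compound and 100% = reference inhibitor peptide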
Target sequence (Q9HD36 whole entry, looked up): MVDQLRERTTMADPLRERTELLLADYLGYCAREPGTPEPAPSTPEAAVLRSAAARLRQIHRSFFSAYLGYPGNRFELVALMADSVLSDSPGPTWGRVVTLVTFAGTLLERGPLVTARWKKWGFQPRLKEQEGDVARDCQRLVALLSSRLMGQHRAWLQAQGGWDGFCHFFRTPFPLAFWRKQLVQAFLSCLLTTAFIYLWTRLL
ABCB1 inh: blocks JC-1 efflux by human ABCB1 transporter; P08183; CCRF-Adr cells, flow cytometry; inhibition, % at 6.6 µM; 0.067% of 190,000 active; AID 1326; in the data active means inhibition above about 40%;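 further: 0% = vehicle and 100% = reference inhibitor; higher value means more JC-1 retained so stronger ABCB1 efflux block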
ABCG2 inh: blocks JC-1 efflux by human ABCG2 transporter. Q9UNQ0. IgMXP3 cells, flow cytometry. inhibition, % at 6.6 µM. 0.1% of 190,000 active;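 active means inhibition above 80%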;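 further: 0% = DMSO and 100% = nicardipine control wells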
Target sequence (Q9UNQ0 whole entry, looked up): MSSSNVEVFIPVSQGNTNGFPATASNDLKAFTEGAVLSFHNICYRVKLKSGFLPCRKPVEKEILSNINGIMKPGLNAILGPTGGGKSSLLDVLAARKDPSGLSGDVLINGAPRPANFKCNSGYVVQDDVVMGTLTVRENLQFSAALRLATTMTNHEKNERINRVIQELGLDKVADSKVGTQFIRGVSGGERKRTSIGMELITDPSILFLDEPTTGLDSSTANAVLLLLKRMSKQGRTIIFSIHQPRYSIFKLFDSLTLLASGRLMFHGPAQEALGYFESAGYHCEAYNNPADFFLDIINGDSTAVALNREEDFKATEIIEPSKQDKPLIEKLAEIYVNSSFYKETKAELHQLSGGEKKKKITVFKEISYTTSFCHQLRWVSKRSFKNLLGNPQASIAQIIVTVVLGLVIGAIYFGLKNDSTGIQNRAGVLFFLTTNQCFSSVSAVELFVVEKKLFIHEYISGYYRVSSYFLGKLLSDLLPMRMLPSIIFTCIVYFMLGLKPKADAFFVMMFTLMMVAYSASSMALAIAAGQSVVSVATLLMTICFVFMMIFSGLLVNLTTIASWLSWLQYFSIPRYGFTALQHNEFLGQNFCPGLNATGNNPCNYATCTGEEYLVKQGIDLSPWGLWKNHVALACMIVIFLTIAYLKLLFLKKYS
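Incubation: cells with compound and JC-1, 10 min at 25 °C, rotating, no wash / Test system: IgMXP3 (ABCG2) plus far-red-tagged CCRF-Adr (ABCB1) cells / Compound dosing: one concentration, 6.6 µM final / Also added: JC-1 fluorescent substrate / Evaluation: efflux inhibition in percent versus controls / Detection: flow cytometry, 530 nm JC-1 signal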
GSH fluor: GSH bead compound fluorescence profile; GSH beads flow cytometry, compound fluorescence 488/530 nm; stronger effect = higher value; fluorescence (KMESF) at 10 µM; 0.25% of 190,000 active; AID 1776; in the data active means fluorescence above about 89;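 further: glutathione beads carrying GST-tagged Bcl family fusion proteins plus one bare bead set; values are compound well signal with DMSO vehicle wells as background; inactives centre near 16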
Bim-Bcl-XL: human Bim-Bcl-XL interaction inhibition | 0.04% of 190,000 active | inhibition, % at 10 µM | AID 1007 | Bim peptide-Bcl-XL binding, bead flow cytometry, fluorescence
Bcl-W Bim block: inhibitors of Bim-Bcl-W interaction, human. AID 952. bead-based flow cytometry, Bim peptide-Bcl-W binding. inhibition, % at 10 µM. Q92843. 0.02% of 190,000 active;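 further: 0% = bound tracer without compound and 100% = peptide blocker; higher means less fluorescent Bim peptide bound to Bcl-W beads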
Target sequence (Q92843 whole entry, looked up): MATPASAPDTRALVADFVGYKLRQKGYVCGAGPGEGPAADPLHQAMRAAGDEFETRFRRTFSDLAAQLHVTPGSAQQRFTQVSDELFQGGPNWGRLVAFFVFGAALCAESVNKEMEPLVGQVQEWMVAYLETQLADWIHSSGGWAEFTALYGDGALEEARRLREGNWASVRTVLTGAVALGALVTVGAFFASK
Bfl-1 Bim block: inhibitors of Bim-Bfl-1 interaction, human; Q16548; Bead-based flow cytometry, Bim-Bfl-1 binding inhibition; inhibition, % at 10 µM; 0.12% of 190,000 active; AID 1008;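 further: 0% = wells without compound plus tracer and 100% = blocker peptide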
RGS8-Gao: modulates binding of RGS8 to human Galphao; response (percent of control binding), % at 10 µM; AID 1423; P09471; multiplexed bead flow cytometry; actives lie on both sides; 0.34% of 220,000 active; in the data active means response below about 60% or above about 140%; inactive means in between;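 further: Galphao activated as the GDP aluminium fluoride complex binding bead-coupled RGS8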
RGS4-Gao reg: human RGS4-Galphao interaction regulation; 0.33% of 220,000 active; P09471; binding response (% of control), % at 10 µM; Multiplexed bead flow cytometry, RGS4-Galphao binding; actives lie on both sides; in the data active means binding response below about 49% or above about 150%; inactive means in between;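 further: fluorescent Galphao activated with aluminum fluoride binding bead-coupled RGS4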
Bim-Bcl-2: inhibitors of Bim-Bcl-2 interaction, human. Bead-based flow cytometry, Bim peptide-Bcl-2 binding. inhibition, % at 10 µM. 0.06% of 190,000 active. AID 950; in the data active means inhibition above about 40%; inconclusive means no clear call, values can overlap the other calls;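 further: 0% = no compound wells with probe peptide and 100% = reference peptide inhibitor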
RGS7-Gao reg: regulators of human RGS7-Galphao interaction. 0.35% of 220,000 active. AID 1439. Multiplexed bead flow cytometry, RGS7-Galphao binding; actives lie on both sides. P09471. binding response (% of control), % at 10 µM; in the data active means binding response below about 49% or above about 150%; inconclusive means no clear call, values can overlap the other calls; inactive means in between;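 further: fluorescent Galphao held in activated GDP-AlF4 state binding bead-coupled RGS7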
Starred values were filed as active, the others as inactive; ? = inconclusive; nt = not tested or not shown; [ ] = dose if it differs, or a comment. Unless noted, no stated cut-off is given here; in the data, active means inhibition above about 40%.

SMILES	Bim-Bcl-B	ABCB1 inh	ABCG2 inh	GSH fluor	Bim-Bcl-XL	Bcl-W Bim block	Bfl-1 Bim block	RGS8-Gao	RGS4-Gao reg	Bim-Bcl-2	RGS7-Gao reg
Cc1cc(NC(=O)CSc2nnc(-c3ccncc3)n2-c2ccc(F)cc2)no1	0	0.1	3	10	0	6	-2	102	103	0	104
Cc1ccc(Oc2ccc(OCC(=O)NC(CC(C)C)C(=O)O)cc2)cc1 (stereo not given)	-1	1.0	3	12	-3	-3	-3	104	107	-2	101
COC(=O)c1c(-c2ccc(C)cc2)csc1NC(=O)c1c(-c2ccccc2)noc1C	-20	0.1	-2	8	-9	-4	0	102	101	-6	104
CCOc1ccc(NC(=S)NCCCn2ccnc2)cc1	-3	-0.5	12	9	-5	-2	-1	104	101	1	92
Cc1ccc(S(=O)(=O)N(c2nc(N(C)C)nc(N(C)C)n2)n2cnnc2)cc1	-4	0.6	0	34	-2	0	-11	101	96	-5	101
Cc1cc(/C=C(/C#N)c2nc3ccccc3[nH]2)c(C)n1-c1cc(C(=O)O)cc(C(=O)O)c1	11	-0.2	0	19	4	5	-4	97	100	-3	94
CCc1cccc(OCCCCN(CC)CC)c1	0	0.5	1	13	0	0	0	97	97	0	86
CCC(CC)C(=O)OCC(=O)Nc1cc(OC)c([N+](=O)[O-])cc1C	1	2.0	26	9	0	0	1	82	91	0	88
Cc1ccsc1/C=N/NC(=O)c1ccc2nc[nH]c2c1	-6	1.4	2	16	-7	-4	-11	102	104	-4	104
COC(=O)C1=NN(C(=O)c2ccccc2)C(C)(O)C1 (stereo not given)	2	0.2	1	10	0	1	1	111	119	-2	120
CCC1(C)OC(=O)N2CCc3c(C)[nH]c4c(C)ccc(c34)C21C (stereo not given)	-8	-2.8	-4	24	-1	1	-9	102	102	-8	100
CNc1ccc(/C=C2\CSc3ccccc3C2=O)cc1[N+](=O)[O-]	0	2.3	14	19	-1	0	5	98	97	2	?

Next part; the last three above are carried over.
SMILES	Bim-Bcl-B	ABCB1 inh	ABCG2 inh	GSH fluor	Bim-Bcl-XL	Bcl-W Bim block	Bfl-1 Bim block	RGS8-Gao	RGS4-Gao reg	Bim-Bcl-2	RGS7-Gao reg
COC(=O)C1=NN(C(=O)c2ccccc2)C(C)(O)C1 (stereo not given)	2	0.2	1	10	0	1	1	111	119	-2	120
CCC1(C)OC(=O)N2CCc3c(C)[nH]c4c(C)ccc(c34)C21C (stereo not given)	-8	-2.8	-4	24	-1	1	-9	102	102	-8	100
CNc1ccc(/C=C2\CSc3ccccc3C2=O)cc1[N+](=O)[O-]	0	2.3	14	19	-1	0	5	98	97	2	?
CCN1C(=O)c2cccc3c(S(=O)(=O)Nc4ccccc4OC)ccc1c23	-9	4.8	22	33	-5	-2	-15	95	94	-11	100
CC(=O)Nc1ccc(S(=O)(=O)N2CCc3c(Cl)cccc3C2)cc1	-8	0.0	0	21	-4	0	-14	102	105	-8	99
N/C(=N\OC(=O)c1ccc(Cl)c(Cl)c1)c1cccnc1	0	0.3	5	22	-3	-1	1	103	99	2	97
CCC1(c2ccc(F)cc2)NC(=O)N(CC(=O)Nc2ccc(S(N)(=O)=O)cc2)C1=O (stereo not given)	-5	0.0	1	12	0	0	-6	106	108	-2	?
Cc1ccc(NC(=O)COC(=O)CNC(=O)C2CCCCC2)c(Br)c1	-4	0.8	4	11	-1	-1	-5	100	98	-3	?
COc1ccc(C(=O)Nc2ccccc2NC(=O)c2ccco2)cc1OC	-3	0.4	1	9	-1	8	-6	100	104	-5	107
COc1cccc(OC)c1C(=O)Nc1cc(C)nn1-c1nc2ccccc2[nH]1	-1	1.2	4	11	-4	-1	-5	99	99	-4	103
O=C(NC(=S)N1CCN(c2ccc(Cl)cc2[N+](=O)[O-])CC1)c1cccs1	-1	1.4	16	10	-2	0	2	92	99	0	99
COc1ccc(Cc2n[nH]c(=S)n2-c2ccc3c(c2)OCCO3)cc1	-29	-0.1	-1	25	-5	0	-6	100	102	-2	105
COCc1cc(C)nc(SCC(=O)Nc2ccc(C)c(C)c2)c1C#N	-2	0.6	8	57	-8	-2	-4	102	100	-3	99
COc1ccc(/C=N\NC(=O)C2C(=O)NCC2c2ccccc2)cc1O (stereo not given)	-3	0.3	2	26	-1	3	0	99	99	3	96
Cn1c(CCNC(=O)C2CCCCC2)nc2cc([N+](=O)[O-])ccc21	-7	0.8	21	17	-3	0	-2	101	101	0	?
COc1ccc(/C=N/NC(=O)c2cccc(O)c2)cc1Cn1nc(C)c([N+](=O)[O-])c1C	-3	0.6	13	13	0	0	-5	99	99	-1	101
Cc1ccc(CCNC(=O)CCc2nc3ccccc3[nH]2)cc1	-7	nt	5	10	-8	-3	-6	101	99	-9	99
CNS(=O)(=O)c1ccc(NC(=O)Nc2cccc(F)c2)cc1	-5	-0.2	0	17	-2	0	-6	101	104	0	97
CC1(C)CC(=O)C=C(NC2CC(C)(C)NC(C)(C)C2)C1	-4	0.2	1	6	-2	2	-10	103	101	-7	98
CC(C)c1nc(CNC(=O)CC2C(=O)NCCN2Cc2ccoc2)cs1 (stereo not given)	-7	-0.6	0	15	-4	-3	-4	100	103	-5	103
Cc1cc(N2CCN(C)CC2)nc2ccc(NC(=S)N3CCN(c4cccc(Cl)c4)CC3)cc12	-8	0.8	6	20	-6	-5	22	102	102	-4	?
CNC(=O)CSCc1c(F)cccc1Cl	-1	0.5	0	10	-5	-4	-4	95	95	-6	102
Fc1ccccc1CSc1ncn[nH]1	-11	0.0	-1	17	-6	-5	-7	102	101	-1	99
O=C(O)CCCNC(=O)CCCNC(=O)C(c1ccccc1)c1ccccc1	-6	0.5	2	10	-2	-3	-1	108	106	-1	106
Cn1c(Cn2nnc3ccccc32)nnc1SCC(=O)NCc1ccc2c(c1)OCO2	-6	0.7	3	20	1	2	-12	100	104	-11	101
CCOC(=O)Cn1nc(C)n(-c2ccc(C)cc2)c1=O	1	0.1	0	15	-1	-1	2	100	99	-1	96
CCOc1ccc(S(=O)(=O)NCCC(=O)N2CCN(c3ccc(OC)cc3)CC2)cc1	0	1.4	2	15	-3	-2	3	102	105	-4	107
Cc1ccc(Nc2ncnc3sc(C)c(C)c23)cc1	-5	0.6	1	13	-5	-3	-2	101	97	-3	101
CC(=O)c1cccc(NC(=O)c2cnn3ccccc23)c1	-6	0.2	3	16	-7	-5	-3	103	104	-4	103
CCOc1ccccc1OCCCC(=O)OCC(=O)Nc1cccc(Cl)c1	-4	0.4	16	12	-3	-1	-2	106	106	-1	105
C#CC1(NC(=O)NCCCC)CCCCC1	-1	0.6	1	18	-2	2	-6	101	97	-4	101
CCOC(=O)CSc1nnc(NC(=O)c2cc([N+](=O)[O-])cc([N+](=O)[O-])c2)s1	0	-0.6	-3	10	-3	-2	-9	76	93	-7	90
COc1cccc(-n2cnc3sc4c(c3c2=O)CCC4)c1	0	0.5	2	14	0	-4	2	100	100	-2	101
Oc1ccc(/C=N/Nc2ccccc2)cc1	-4	-0.7	-2	12	0	0	-3	92	80	0	96
O=C(COC(=O)c1cccs1)NCc1ccccc1	1	-0.3	1	20	-1	0	2	108	104	5	102
C=CCn1c(SCC(=O)c2ccc(Cl)cc2)nnc1-c1ccc2c(c1)OCO2	-8	1.4	28	25	-3	-4	0	103	101	0	101
COc1ccc(S(=O)(=O)N(C)C)cc1NCC(=O)Nc1ccc(Br)c(C)c1	0	-0.1	0	72	-4	-2	0	108	101	-1	96
O=C1c2cccnc2C(Nc2ccc(S(=O)(=O)N3CCCCC3)cc2)N1Cc1ccccc1 (stereo not given)	-10	0.9	2	9	0	0	-7	97	91	-4	98
CC(=O)N1CCc2cc(S(=O)(=O)NCCC(=O)NCCc3ccccc3)ccc21	-6	0.0	0	23	-8	-1	-14	103	99	-7	102
Cc1cc(NC(=O)CCCOc2ccc(Cl)cc2Cl)no1	4	0.2	1	23	-3	-2	7	167*[activator]	142	11	131
COc1cc(C(=O)OCC(=O)Nc2cc(C)on2)cc(OC)c1OC	-2	0.3	1	16	-4	-7	-7	100	99	-6	100
COc1ccc(CN2C(=O)CN=C2Nc2ccc(C)cc2C)cc1	-8	0.4	1	16	-5	-1	-10	98	100	-8	101
CCOC(=O)C1C(=O)C=C(c2ccc([N+](=O)[O-])cc2)CC1c1ccccc1 (stereo not given)	-7	0.1	0	46	-1	4	-5	98	101	-2	103
CCCCCC(=O)NNC(=S)NC(=O)c1ccc([N+](=O)[O-])cc1	-17	-1.2	-3	13	-3	0	2	103	103	0	99
CCOC(=O)CNC(=O)CNC(=O)Cn1ccc2ccccc2c1=O	-5	0.5	1	15	-3	0	-12	96	90	-2	93
COc1ccccc1CC(NC(C)=O)C(=O)N1CCN(C(=O)Nc2ccccc2Cl)CC1 (stereo not given)	-1	-0.1	0	25	-2	-2	-2	100	102	3	101
COc1ccc(S(=O)(=O)Nc2ccc3c(c2)OCO3)cc1C	-12	-0.7	-15	33	-7	-1	-10	98	92	-2	93
CC1(C)Cc2c(sc3nc4n(c(=N)c23)CCCCC4)CO1	-4	0.0	0	36	-11	0	-10	104	104	-7	105
C=CCn1c(NCCO)nc2sc3c(c2c1=O)CCC3	-4	-1.1	-3	16	-3	0	-11	101	101	-3	106
Cc1ccc2c(c1)nnn2C1CCN(S(=O)(=O)c2ccc(C(=O)N3C(C)CCCC3C)cc2)CC1 (stereo not given)	-3	5.1	8	16	-3	1	-2	99	102	-1	102
CC(=O)OCCCn1c(C)[n+](C)c2cc(Cl)c(Cl)cc21	0	0.2	1	26	-2	-2	-1	94	97	-3	100
Nc1cc2c(cc1O)CCCC2	-2	1.2	6	13	-1	0	0	102	95	-1	97
CCOc1ccc(OCc2cccc(C(=O)N3CCCCCC3)c2)cc1	-3	1.2	14	12	-3	1	-4	101	97	3	95
COc1ccc(CN2C(=O)c3c(c(C)n(C)c3C)C2C(=O)NC2CCC(C)CC2)cc1 (stereo not given)	-1	3.4	4	12	-1	-1	0	101	103	0	102
O=C(Cn1nnc(-c2ccccc2F)n1)Nc1ccc2c(c1)OCO2	-5	0.4	1	47	-4	-2	-6	100	101	-7	105
Cn1cc(CNCc2cn(C)nc2-c2ccc(C3CCCCC3)cc2)cn1	-3	5.1	4	13	-2	-2	-5	102	99	-1	?
COc1ccc(-c2nc3ccccc3c(=O)n2CCN2CCOCC2)cc1	0	0.8	3	13	-3	-5	0	97	102	-1	101
Cn1c(=O)n(C)c2cc(C(=O)c3ccccc3)ccc21	-6	1.3	7	29	3	-1	-11	102	100	-9	103
COc1ccccc1OCC(=O)N(Cc1nc(-c2ccc(Cl)cc2)no1)C(C)C	-2	0.6	4	26	0	2	-4	107	105	-4	106
COc1ccc(Cl)cc1NC(=O)CN1CCc2ccccc21	-1	0.6	13	12	-4	-1	-3	97	98	0	95
Cc1ccc(-c2ccc(/C=C3/NC(=O)NC3=O)o2)cc1[N+](=O)[O-]	-5	0.5	9	3	1	4	17	102	102	5	99
O=C1N(c2ccc(Cl)c(Cl)c2)CN(Cc2ccccc2)CN1n1cnnc1	-4	0.3	17	18	-6	-6	-14	102	101	-5	102

Compound activity as filed in PubChem.
